Assay outcomes (PubChem BioAssay)
MITF inh: blocks human microphthalmia-associated transcription factor; O75030; AlphaScreen MITF homodimerization, bead proximity signal; AID 1259374; 650,000 tested, 0.91% active; inhibition, % at 2.6 µM; in the data active = inhibition above about 50%;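 also: 0% = vehicle wells with protein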
Target sequence (O75030 whole entry, looked up): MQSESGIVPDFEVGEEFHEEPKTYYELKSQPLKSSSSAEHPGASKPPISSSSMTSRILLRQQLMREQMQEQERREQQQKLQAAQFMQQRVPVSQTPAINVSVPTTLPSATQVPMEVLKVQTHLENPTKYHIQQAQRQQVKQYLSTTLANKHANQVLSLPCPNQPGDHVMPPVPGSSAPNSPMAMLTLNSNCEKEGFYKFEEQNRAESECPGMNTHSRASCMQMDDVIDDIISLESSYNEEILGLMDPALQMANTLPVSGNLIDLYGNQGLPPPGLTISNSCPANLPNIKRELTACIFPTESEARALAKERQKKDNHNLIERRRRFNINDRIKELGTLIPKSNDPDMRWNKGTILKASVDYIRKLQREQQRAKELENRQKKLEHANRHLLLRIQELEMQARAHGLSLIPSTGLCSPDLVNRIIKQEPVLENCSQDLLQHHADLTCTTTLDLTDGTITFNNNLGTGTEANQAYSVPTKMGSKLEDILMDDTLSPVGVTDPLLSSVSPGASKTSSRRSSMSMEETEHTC
FBW7 act: human FBW7 E3 ligase activation, primary screen. Q969H0. normalized activity (activation), % at 26.1 µM. AlphaScreen FBW7–phospho-cyclin E peptide binding, activator screen. 650,000 tested, 0.13% active; in the data active = normalized activity above about 1.9%;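 also: purified mutant Fbw7 with reduced substrate affinity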
GPR151 ag: human GPR151 activation | activation, % at 11.2 µM | 650,000 tested, 1% active | PathHunter beta-arrestin GPR151 cells, luminescence | Q8TDV0; in the data active = activation above about 4.9%;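 also: 0% = median of compound wells and 100% = cells with positive control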
Target sequence (Q8TDV0 whole entry, looked up): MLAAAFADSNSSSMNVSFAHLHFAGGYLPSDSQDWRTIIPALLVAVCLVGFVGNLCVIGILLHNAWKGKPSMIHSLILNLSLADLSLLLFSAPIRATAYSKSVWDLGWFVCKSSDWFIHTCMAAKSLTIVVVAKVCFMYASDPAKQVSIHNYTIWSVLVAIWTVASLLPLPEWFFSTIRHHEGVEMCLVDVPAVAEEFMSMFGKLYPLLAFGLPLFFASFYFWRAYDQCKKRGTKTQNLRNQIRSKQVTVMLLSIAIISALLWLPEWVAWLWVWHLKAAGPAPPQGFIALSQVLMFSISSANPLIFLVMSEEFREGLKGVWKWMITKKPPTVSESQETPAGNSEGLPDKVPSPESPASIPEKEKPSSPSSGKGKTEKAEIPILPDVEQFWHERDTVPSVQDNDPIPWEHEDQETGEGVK
TEAD-YAP block: TEAD-YAP interaction inhibition; HEK-TIYL cells, TEAD-Gal4/YAP UAS-luciferase luminescence; inhibition, % at 9.12 µM; 640,000 tested, 1.4% active; in the data active = inhibition above about 32%;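 also: 0% = median of test compound wells and 100% = reference inhibitor wells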
* = called active by the depositor.

Order of results – MITF inh	FBW7 act	GPR151 ag	TEAD-YAP block
1. COc1ccc(/C=c2/sc3n(c2=O)C(c2ccc(N(C)C)cc2)C(C(C)=O)=C(C)N=3)cc1 (configuration not stated)
  6	-0.1	1.0	5
2. Cc1cccc(NC(=O)c2cc3c(n(-c4ccc(Cl)cc4)c2=O)CCCC3=O)n1
  -5	-0.1	0.1	-5
3. O=C1CCCN1CCn1cnc2c(NC3CC3)nc(NCCN3CCOCC3)nc21
  0	0.0	1.1	-7
4. O=C(N/N=C/C1CC=CCC1)c1ccccc1F (configuration not stated)
  -5	0.0	-0.5	-62
5. COc1ccc(C(=O)N[C@@H](CC(C)C)C(N)=O)cc1OC1CCN(C(C)C)CC1
  10	0.2	0.2	1
6. CCCCNS(=O)(=O)c1ccc(NC(=O)c2ccc(OC(C)=O)cc2)cc1
  13	-0.1	0.4	-13
7. O=C(O)c1cc(S(=O)(=O)Nc2cccc(Cl)c2)c(Cl)cc1Cl
  4	0.0	2.7	0
8. COc1ccc(OCCCC(=O)Nc2cc(C)cc(C)c2)cc1
  3	-0.1	-0.2	1
9. Cc1ccc(CNC(=O)C(C)NS(=O)(=O)c2ccc(F)cc2)cc1 (configuration not stated)
  17	0.8	-1.5	10
10. c1coc(CNC2Cc3ccccc3C2)c1
  17	0.3	-0.4	8
11. CCN(CC)C(=O)C1CCCN(c2nc(C)cc(NCCN3CCOCC3)n2)C1 (configuration not stated)
  15	-0.1	1.4	-5
12. Cc1nc(NC(=O)COc2ccc(Cl)cc2)ccc1Br
  -4	0.0	-1.5	-4
13. O=C(Oc1ccc(-c2cnc3ccccc3n2)cc1)c1cccc(Br)c1
  -8	0.1	1.2	1
14. CCN(CC)C(=O)CN(c1ccc(OC)cc1)S(=O)(=O)c1c(C)nn(C)c1C
  0	-0.1	1.0	0
15. Nc1nnc(SCC(=O)Nc2ccc(S(N)(=O)=O)cc2)s1
  0	0.0	0.5	1
16. CCOc1ccc(NC(=O)CC2C(=O)N(c3ccc(OC)c(Cl)c3)C(=S)N2CCCN2CCN(c3ccc(F)cc3)CC2)cc1 (configuration not stated)
  -2	0.0	-0.7	11
17. Cc1ccc(CN2CCOc3ccc(CN4CCC(O)(c5cccnc5)CC4)cc3C2)o1
  -1	0.1	0.0	3
18. O=C(O)c1ccc(N/N=C/C=C/c2ccccc2)cc1
  14	0.3	-9.3	7
19. CC1CCCN(C(=O)CSc2nnc(-c3cccs3)n2N)C1 (configuration not stated)
  6	0.2	1.2	1
20. COCCNc1ncnc2c1cnn2Cc1ccc(Cl)cc1
  -2	0.0	1.2	8

Numbers 15–17 from above:
Order of results – MITF inh	FBW7 act	GPR151 ag	TEAD-YAP block
15. Nc1nnc(SCC(=O)Nc2ccc(S(N)(=O)=O)cc2)s1
  0	0.0	0.5	1
16. CCOc1ccc(NC(=O)CC2C(=O)N(c3ccc(OC)c(Cl)c3)C(=S)N2CCCN2CCN(c3ccc(F)cc3)CC2)cc1 (configuration not stated)
  -2	0.0	-0.7	11
17. Cc1ccc(CN2CCOc3ccc(CN4CCC(O)(c5cccnc5)CC4)cc3C2)o1
  -1	0.1	0.0	3

Back to the main list; the two compounds before the break are reprinted first.
Order of results – MITF inh	FBW7 act	GPR151 ag	TEAD-YAP block
19. CC1CCCN(C(=O)CSc2nnc(-c3cccs3)n2N)C1 (configuration not stated)
  6	0.2	1.2	1
20. COCCNc1ncnc2c1cnn2Cc1ccc(Cl)cc1
  -2	0.0	1.2	8
21. CCN(CC)c1ccc2cc(-c3ccccn3)c(=O)oc2c1
  -66	2.7*	-8.7	93*
22. O=C(NCc1ccccc1)c1cc[n+]([O-])cc1
  13	0.7	-0.7	-2
23. Cc1[nH]c2ccccc2c1CN1CCC2(CCC(CNC(=O)c3ccnn3C)O2)CC1 (configuration not stated)
  5	-0.1	-0.1	-4
24. O=C(NCCCN1CCCCCC1)C1CCN(c2nnc(N3CCCC3=O)s2)CC1
  5	0.3	1.4	-10
25. COc1cccc(CN2CCNC(=O)C2CC(=O)NC2CCCCCCC2)c1 (configuration not stated)
  -1	0.2	-1.2	11
26. CC(C)CC(=O)Nc1ccnn1C1CCN(Cc2cnn(-c3ccccc3Cl)c2)CC1
  0	0.1	0.2	6
27. Cc1cccc(NC(=O)C(NS(=O)(=O)c2cccs2)C(C)C)c1C (configuration not stated)
  13	0.1	-0.5	-2
28. CC(=O)c1ccc(-n2nnnc2SCC(=O)NCc2ccco2)cc1
  -3	-0.1	-0.6	4
29. COc1cc(OC)c(OC)cc1CN1CCN(C2CCCCC2)CC1
  67*	-0.5	1.1	5
30. CCc1nn(CC(=O)N(C)OC)c(=O)c2cc3occc3n12
  13	0.0	0.1	-1
31. CSc1ccc(NC(=O)N2CCN(C3CCCC3)CC2)cc1
  1	-0.1	-0.6	-27
32. COc1cc(C(=O)Nc2cc(-c3nc4cccnc4o3)ccc2C)ccc1OCc1ccc(Cl)cc1
  -2	0.0	-0.6	-3
33. CCC(C(=O)NCCCN1CCOCC1)n1ncn2c(cc3occc32)c1=O (configuration not stated)
  11	0.1	9.9*	0
34. Cc1ccc(OCC(=O)NC2CCCC2)cc1
  -7	0.7	1.5	-22
35. CCOC(=O)c1c(C)[nH]c(NC(=O)Nc2nnc(CC)s2)c1C
  3	-0.2	0.1	-3
36. CCC1CCCCN1C(=O)Nc1cccc(Cl)c1 (configuration not stated)
  14	0.3	-0.7	2
37. CS(=O)(=O)c1ccc(N2CCN(CCO)CC2)c([N+](=O)[O-])c1
  -4	0.0	1.9	3
38. CCCCCOc1ccc(OC(=O)c2cccc(C(=O)OC)n2)cc1
  12	0.3	1.4	-10
39. O=[N+]([O-])c1ccc2nc(NCCO)c(NCCO)nc2c1
  -15	0.0	0.0	-1
40. CC(NC(=O)C12CC3CC(CC(C3)C1)C2)C(=O)NNC1=CC(=O)CCC1 (configuration not stated)
  -2	0.2	-2.3	9
41. Cc1cc2c(cc1S(=O)(=O)Nc1cccc(C(F)(F)F)c1)OCCN2C
  14	0.3	-0.3	0
42. CC1=C([N+](=O)[O-])C(c2ccccc2OC(F)F)NC(=O)N1 (configuration not stated)
  3	0.2	2.3	12
43. COc1ccc(CCNC(=O)COc2ccccc2)cc1OC
  11	0.2	1.3	3
44. COc1ccc(C2Nc3ccccc3C(=O)N2NS(C)(=O)=O)c(OC)c1 (configuration not stated)
  -4	0.0	1.9	8
45. c1ccc(Nc2nc(Nc3ncccn3)nc3c2ncn3-c2ccccc2)cc1
  5	0.1	4.5	-25
46. CCOc1ccc2nc(N3CCC(C(=O)NC(C)Cc4ccsc4)CC3)nc(C)c2c1 (configuration not stated)
  48	0.0	0.3	-5
47. Cc1ccc(C(=O)Nc2sc3c(c2C(=O)N2CCC(C)CC2)CCCC3)cc1
  15	0.0	-1.0	3
48. O=C(COc1ccc(Cl)cc1[N+](=O)[O-])NC1CCCCC1
  3	-0.3	0.1	-69
49. COc1ccc(CN2CCc3c(nc(N4CCCCC4C)[nH]c3=O)C2)cc1OC (configuration not stated)
  -1	0.2	-0.4	-7
50. COc1ccc(/C(O)=C/C(=O)C(=O)O)cc1
  0	-0.3	1.6	-4
51. COc1cc(/C=C(\C#N)C(=O)Nc2ccccc2[N+](=O)[O-])ccc1O
  7	-0.1	-1.9	17
52. CC12CCCCC1c1c(ccc3ccccc13)C(=O)N2 (configuration not stated)
  5	0.3	0.2	9
53. CN(C)c1ccc(/C=N/NC(=O)CNc2ccc(Br)cc2)cc1
  11	-0.1	1.0	12
54. COC(=O)C1CCN(C(=O)/C(C)=C\c2ccccc2)CC1
  16	0.1	1.0	-13
55. Cn1c(N)c(S(=O)(=O)N2CCCCC2)c(=O)n(C)c1=O
  9	0.1	1.0	-4
56. CCOC(=O)c1sc(/N=C/c2c(C)[nH]n(-c3cccc(Cl)c3)c2=O)c(C#N)c1C
  -8	-0.2	0.0	-8
57. O=C(CCCn1c(=O)c2cccn2c2ccccc21)NC1CCN(Cc2ccccc2)CC1
  -6	0.0	-0.2	-4
58. CCOC(=O)Cc1csc(NC(=O)c2ccc(S(=O)(=O)N3CC(C)CC(C)C3)cc2)n1 (configuration not stated)
  12	0.6	1.3	-6
59. COc1ccc(N2C(=O)/C(=C\c3ccc(OC)c(O)c3)C(=O)NC2=S)cc1
  2	-0.1	0.1	-15
60. O=S1(=O)N=C(N(Cc2ccco2)c2ccc(O)cc2)c2ccccc21
  -6	-0.2	1.4	-6

The closing 2 entries of the section above lead into the next:
Order of results – MITF inh	FBW7 act	GPR151 ag	TEAD-YAP block
59. COc1ccc(N2C(=O)/C(=C\c3ccc(OC)c(O)c3)C(=O)NC2=S)cc1
  2	-0.1	0.1	-15
60. O=S1(=O)N=C(N(Cc2ccco2)c2ccc(O)cc2)c2ccccc21
  -6	-0.2	1.4	-6
61. N=C1/C(=C/c2cn(Cc3ccc(Cl)cc3)c3ccccc23)C(=O)N=C2SC(C3CCCCC3)=NN12
  -3	0.0	0.4	11
62. COc1ccc(CC(=O)Nc2ccc3c(c2)C(=O)N(C2CCCCC2)C3=O)cc1
  -7	-0.1	1.3	13
63. COc1cc(NC(=O)NC(C)c2c(-n3cccc3)sc3c2CCN(C)C3)cc(OC)c1 (configuration not stated)
  3	-0.2	2.3	5
64. Cc1ccc2nc(NC(=O)c3cc(=O)c4ccccc4o3)sc2c1
  2	0.1	0.1	-5
65. CCOC(=O)c1ccsc1NC(=O)c1nc2ccccc2s1
  3	0.1	0.8	-2
66. Cc1ccc(Nc2nc(-c3ccccc3)c3cc(C)ccc3n2)cc1
  -12	0.2	-0.3	-3
67. CCn1cc([C@@H]2C[C@H]3CN(Cc4cccc(OC)c4)C(=O)[C@]34CCCN24)cn1
  6	0.0	-1.3	3
68. CN(Cc1ccccc1)Cn1nc2c(Cl)cc(Cl)cn2c1=S
  8	0.5	-0.8	14
69. N#Cc1ccsc1NC(=O)c1ccc(S(=O)(=O)N2CCCc3ccccc32)cc1
  -4	0.6	-1.3	2
70. CN1CCN(S(=O)(=O)c2ccc3oc(=O)ccc3c2)CC1
  11	-0.1	2.9	10
71. COc1ccc(CC2(CO)CCN(Cc3cnc(N4CCCC4)s3)CC2)cc1
  -12	-0.2	0.3	-7
72. CC(C)c1ccc(S(=O)(=O)N2CCN(CC(=O)Nc3ccc(C(N)=O)cc3)CC2)cc1
  0	-0.1	1.5	-1
73. COc1cc(NC(=O)c2ccccc2C)ccc1Cl
  6	0.2	-1.9	-45
74. COc1ccc(C(=O)/C=C/c2ccc(-c3cccc(C(F)(F)F)c3)o2)cc1
  5	0.0	-0.9	10
75. CCc1ccc(OCC(=O)Nc2ccc3c(c2)COC3=O)cc1
  -14	-0.2	-0.1	-9
76. Cc1ccc(-n2c3c(cc(C(=O)NCc4ccco4)c2=O)C(=O)CC(C)(C)C3)cc1
  19	0.1	4.5	-1
77. O=C(NCCc1ccc(O)cc1)c1ccc2nc(-c3ccc(C(=O)NC4CC4)cc3)sc2c1
  -2	0.0	-0.8	-7
78. CC(C)n1cnc2c(NCc3cccc(C(F)(F)F)c3)nc(N3CCC(N4CCOCC4)CC3)nc21
  -4	-0.1	-0.9	3
79. Cc1cccc(C(=O)NCC(c2ccc3c(c2)OCO3)N2CCOCC2)c1 (configuration not stated)
  -8	0.0	-2.4	-7
80. COc1cc2c(cc1C1NC(=S)NC(C)=C1C(=O)N(C)C)CCCC2 (configuration not stated)
  0	0.0	8.9*	6
81. CCOc1ccccc1NC(=O)C1=C(C)NC(=S)NC1c1cccc(Br)c1 (configuration not stated)
  -8	0.0	1.0	7
82. CC(C)C(=O)Nc1ncc(S(=O)(=O)c2ccc([N+](=O)[O-])cc2)s1
  -1	0.0	0.8	26
83. O=C(NC1CCCCC1)C1CC(=O)N(C2CCCCC2)C1 (configuration not stated)
  19	0.3	-1.1	6
84. CCOc1cc(C(=O)Nc2ccc(-c3nc4ncccc4o3)cc2)cc(OCC)c1OCC
  5	0.0	-1.0	7
85. O=S(=O)(NCC(c1ccco1)S(=O)(=O)c1ccc(F)cc1)c1ccc(F)cc1 (configuration not stated)
  -2	-0.1	-0.2	3

Copied from the list.
MITF inh, cpd 82 reads -1
GPR151 ag, cpd 84 reads -1.0
FBW7 act, cpd 85 reads -0.1
